# Mtb BioA inh = M. tuberculosis BioA enzyme inhibitors, primary screen, biochemical, plate reader, single point, HTS; 7,8-diaminopelargonic acid synthase BioA (Mycobacterium tuberculosis); purified M. tuberculosis BioA enzyme; inhibition, % at 9.99 µM; 360,000 tested, 0.096% active; AID 602481, 2012; in the data active = inhibition above about 40%; inconclusive = no clear call, values can overlap the other calls
# DUSP3 inh = VHR1 phosphatase inhibitors, primary screen, biochemical, absorbance, uHTS; recombinant VHR phosphatase, pNPP absorbance; inhibition, % at 13.3 µM; 290,000 tested, 0.52% active; AID 1654, 2009; in the data active = inhibition above about 50%; note: some compounds called inactive have numbers as strong as hits
# FadD28 FP inh = inhibitors of FadD28 bisubstrate probe binding, primary screen, biochemical, fluorescence polarization, single point; AID 588549, 2011; inhibition, % at 12.5 µM; Mycobacterium tuberculosis FadD28 fatty-acid-AMP ligase; 360,000 tested, 0.22% active; in the data active = inhibition above about 8.5%, passing the limit was not always enough; inconclusive = no clear call, values can overlap the other calls
# BoNT-F LC inh = BoNT/F light chain protease inhibitors, primary screen, biochemical, flow cytometry, MLPCN library; AID 588497, 2011; Multiplex microsphere protease cleavage assay; inhibition, % at 10 µM; 360,000 tested, 0.22% active; in the data active = inhibition above about 35%, passing the limit was not always enough; inconclusive = no clear call, values can overlap the other calls; note: plate controls were buffer without enzyme for full effect and enzyme alone for no effect
# Mtb FBA inh = Mtb FBA enzyme inhibitors, primary screen, biochemical, fluorescence, strain H37Rv | Fructose-bisphosphate aldolase (Mycobacterium tuberculosis (strain ATCC 25618 / H37Rv)), … | purified M. tuberculosis FBA, fluorescence read-out | inhibition, % at 1 µM | 360,000 tested, 2.3% active; in the data active = inhibition above about 27%;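 note: 0% = vehicle and 100% = reference inhibitor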
# Mtb UGM inh = M. tuberculosis UGM enzyme inhibitors, primary screen, biochemical, fluorescence polarization, single point; UDP-galactopyranose mutase (Mycobacterium tuberculosis (strain ATCC 25618 / H37Rv)), …; purified UGM, fluorescence polarization probe displacement; inhibition, % at 10 µM; 320,000 tested, 0.06% active; in the data active = inhibition above about 10%, passing the limit was not always enough; inconclusive = no clear call, values can overlap the other calls
# Target sequence (P9WIQ1 whole entry, looked up): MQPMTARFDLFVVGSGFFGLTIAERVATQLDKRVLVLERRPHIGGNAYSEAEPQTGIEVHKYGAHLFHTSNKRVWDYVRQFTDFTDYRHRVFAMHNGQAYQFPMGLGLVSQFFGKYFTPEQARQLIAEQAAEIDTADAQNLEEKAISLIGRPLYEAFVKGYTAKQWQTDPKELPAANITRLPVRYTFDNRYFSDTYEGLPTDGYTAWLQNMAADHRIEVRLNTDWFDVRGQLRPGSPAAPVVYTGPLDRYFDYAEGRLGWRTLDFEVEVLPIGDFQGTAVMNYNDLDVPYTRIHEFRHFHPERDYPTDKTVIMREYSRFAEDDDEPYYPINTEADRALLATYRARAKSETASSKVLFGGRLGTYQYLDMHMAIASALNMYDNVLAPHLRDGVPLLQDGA
# GDH-TPI counter = GDH-TPI coupling enzyme inhibitors, primary screen, artefact control for M. tuberculosis FBA inhibitor project, biochemical, absorbance, full deck; inhibition, % at 4.8 µM; GDH-TPI coupled enzyme counterscreen, NADH absorbance; 360,000 tested, 1.2% active;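 note: 0% = DMSO wells and 100% = wells lacking the enzyme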
# Rv3671c inh = Rv3671c serine protease inhibitors, primary screen, biochemical, fluorescence polarization, M. tuberculosis H37Rv | 320,000 tested, 0.048% active | inhibition, % at 5.96 µM | P9WHR9; in the data active = inhibition above about 38%;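 note: extracellular domain of Rv3671c used as enzyme; 0% = enzyme with DMSO and 100% = no enzyme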
# Target sequence (P9WHR9 whole entry, looked up, the tested form may be a part): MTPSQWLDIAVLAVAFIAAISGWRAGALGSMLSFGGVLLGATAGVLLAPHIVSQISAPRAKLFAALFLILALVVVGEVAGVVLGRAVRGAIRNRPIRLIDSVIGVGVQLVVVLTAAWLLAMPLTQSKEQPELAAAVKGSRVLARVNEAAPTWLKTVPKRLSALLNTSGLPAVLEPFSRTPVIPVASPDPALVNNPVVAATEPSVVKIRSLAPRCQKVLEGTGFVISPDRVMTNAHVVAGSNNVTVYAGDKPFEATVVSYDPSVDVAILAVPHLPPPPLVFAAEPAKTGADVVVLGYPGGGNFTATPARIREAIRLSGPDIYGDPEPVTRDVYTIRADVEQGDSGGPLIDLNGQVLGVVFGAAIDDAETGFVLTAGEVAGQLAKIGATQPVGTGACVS
# CCHF vOTU inh = CCHFV vOTU protease inhibitors, primary screen, biochemical, Pep-AMC substrate, fluorescence; 370,000 tested, 0.55% active; inhibition, % at 11.5 µM; note: 0% = vehicle wells with enzyme and 100% = no enzyme wells
# MazF activator = activators of E. coli MazEF toxin-antitoxin RNase, primary screen, biochemical, fluorescence, uHTS; 350,000 tested, 0.32% active; activation, % at 20 µM; FAM/BHQ RNA-DNA oligo cleavage fluorescence, 5 h; AID 504720, 2011; in the data active = activation above about 50%
# Target sequence (P0AE70 whole entry, looked up): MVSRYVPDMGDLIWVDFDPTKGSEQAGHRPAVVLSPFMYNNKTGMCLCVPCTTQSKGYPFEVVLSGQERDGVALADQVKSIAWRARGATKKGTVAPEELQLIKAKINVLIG
# Active calls of the source: *; ? = inconclusive; . = no result given. Cut-off read from the data, not from the text of the source, unless noted: active = inhibition above about 30%; inactive = the rest.
SMILES,Mtb BioA inh,DUSP3 inh,FadD28 FP inh,BoNT-F LC inh,Mtb FBA inh,Mtb UGM inh,GDH-TPI counter,Rv3671c inh,CCHF vOTU inh,MazF activator
Cc1cc(NC(=O)c2ccc(Br)c(S(=O)(=O)N3CCCC3)c2)no1,-1.1,-9.0,0.6,6.1,0.0,2.5,1.4,-1.4,-18.4,10.9
CC(C)(C)OC(=O)N[C@@H](Cc1ccccc1)C(=O)N1CCC(C(=O)N[C@@H](Cc2c[nH]c3ccccc23)C(=O)O)CC1,-0.8,6.9,-2.8,5.1,3.0,3.0,-0.3,-9.6,-8.2,-4.2
COCCCNCCCCSc1ccc(Cl)cc1,.,-4.1,-1.8,-4.9,2.9,.,12.2,-8.1,20.3,-7.6
CC(Sc1nc2c(c(=O)[nH]1)CCCC2)C(=O)Nc1ccccc1C#N (stereo not drawn),2.7,11.8,-1.1,-6.2,-1.2,0.0,-7.0,6.8,4.8,8.1
CSc1cccc(CN2CCCC(CO)(Cc3cccc(Cl)c3)C2)c1 (stereo not drawn),-1.4,26.1,-4.8,0.4,2.3,3.4,0.3,-6.6,11.7,-5.6
Cn1c(OCc2cccnc2)nc2c1c(=O)n(Cc1ccccc1)c(=O)n2C,7.4,26.8,0.2,-0.7,-2.0,-0.5,6.7,5.4,6.9,3.4
O=C(CN1CCc2ccccc21)NC(=O)NC1CCCCC1,.,-3.9,0.3,-0.3,1.6,1.4,18.1,11.5,5.0,-1.8
C=CCN1c2ccccc2[C@]23C[C@@H](C(=O)OC)N(C(=O)NC4CCCC4)C2=NC(C(=O)OC)=C(C(=O)OC)[C@H]13,-1.8,.,-2.1,-5.1,2.7,1.1,10.9,-4.3,2.5,-1.1
COc1ccc(NS(=O)(=O)c2ccc(N3CCOCC3)c(NC(=O)c3cccc(F)c3)c2)cc1,.,1.0,-3.6,-2.1,-3.3,2.3,-1.1,-5.0,10.7,3.3
Cc1ccccc1S(=O)(=O)c1c(C)cc(C)n(C(C)C)c1=O,-1.5,9.6,0.1,-12.4,2.0,-2.4,8.3,1.2,0.9,-2.6
CC(C)c1ccc(CCNC(=O)CSC(=S)N2CCCC2)cc1,0.0,.,1.2,?,-2.9,3.4,6.2,2.3,20.9,6.1
COc1ccc(-n2nc(C(=O)NCC(=O)N3CC(C)CC(C)C3)c3ccccc3c2=O)cc1OC (stereo not drawn),2.3,35.3,.,4.0,1.4,-0.2,3.4,0.7,5.4,8.4
COc1ccc(NC(C)=[N+](C)CCNS(=O)(=O)c2ccc(Cl)cc2)cc1Cl,-0.1,1.8,-5.1,4.5,-2.7,1.3,8.1,-1.2,4.5,-2.9
COc1ccc(N(CC(=O)N2CCN(c3ccc(F)cc3)CC2)S(=O)(=O)c2c(C)n[nH]c2C)cc1,-1.6,5.5,-3.2,-2.7,1.0,-2.0,-9.1,-1.8,-13.9,-6.0
CCC(=O)N1N=C(c2ccc(C)o2)CC1c1ccc(Br)cc1 (stereo not drawn),-1.8,13.6,-3.0,-4.8,2.8,-2.2,3.4,-4.5,2.1,-1.6
O=c1[nH][nH]cc1C=Nc1cc(Cl)ccc1O,.,29.4,-4.0,1.7,-4.5,2.5,0.9,3.1,-0.8,-1.0
CC(C)(C)OC(=O)C[C@@H]1C/C=C\C[C@H](CC(=O)N(CCO)Cc2ccccc2)C(=O)N2CCC[C@@H]2COC1=O,-0.6,.,-1.3,1.5,-1.4,-2.8,-1.8,4.2,-3.4,9.2
CCC(C(=O)NC1CCCC1)N(Cc1ccccc1Cl)C(=O)c1snc(C(N)=O)c1N (stereo not drawn),-1.7,20.3,-0.6,-6.7,11.3,-4.2,5.3,1.8,-13.0,-11.4
CCCCN(CCCC)S(=O)(=O)c1ccc(SCC(=O)OCC)c([N+](=O)[O-])c1,-1.4,19.4,-3.9,-19.5,-2.4,0.4,0.8,3.0,0.8,-16.5
CCn1cc(C(=O)O)c(=O)c2cc(F)c(N3CCN(C(=S)NC(=O)c4ccc(OC)cc4)CC3)cc21,-0.6,-3.6,-0.8,-0.3,6.0,0.5,11.8,-7.2,3.1,8.8
CC(C)C(C(=O)C=[N+]=[N-])N1C(=O)c2ccccc2C1=O (stereo not drawn),-1.3,21.4,-3.0,-12.8,4.1,-2.4,-2.0,2.0,-0.5,1.5
Cc1ccc(C(c2c(C)n(C)n(-c3ccccc3)c2=O)c2c(C)n(C)n(-c3ccccc3)c2=O)s1,.,15.4,-2.7,-4.6,0.6,5.0,1.0,10.4,2.6,-15.2
O=C(COc1ccc(Cl)cc1Br)Nc1ccncc1,0.5,4.9,-5.6,?,-1.1,1.1,10.6,-10.6,7.5,-3.6
Cc1ccc(-c2cc(C(=O)N3CCN(C(=O)c4ccco4)CC3)[nH]n2)c(C)c1,.,-25.6,-0.5,20.0,-1.7,-4.2,5.7,1.7,0.6,2.8
Cc1noc(NS(=O)(=O)c2ccc(N3CC(O)=C(c4ccccc4)C3=N)cc2)c1C,0.4,4.4,1.8,0.3,-2.8,2.0,17.6,-8.2,13.7,0.0
CN(C)c1ccc(NC(=O)Nc2ccc3c(c2)c(=O)n(C)n3-c2ccccc2)cc1,-0.7,.,-1.5,-16.7,0.9,.,-0.9,.,2.0,.
Fc1ccc2c(c1)C1OCCCC1C(c1ccccc1)N2 (stereo not drawn),7.6,16.6,-0.5,?,2.2,0.8,3.1,-2.0,7.6,7.5
O=C(Oc1cccc2cccnc12)c1cccc(-n2cnnn2)c1,1.4,22.0,-3.1,16.7,2.7,-0.9,-7.3,7.1,17.3,2.3
CC1(C(=O)NS(=O)(=O)c2ccccc2)CCN1C(=O)Cc1ccccc1Cl (stereo not drawn),-1.6,.,-1.5,0.0,0.3,.,8.0,.,-3.1,.
CC(=O)NC(Cc1c[nH]c2ccccc12)C(=O)O (stereo not drawn),-1.5,12.0,-3.5,0.5,1.7,0.6,3.9,1.9,-5.0,1.0
COc1ccc(C2CCCN2C(=O)c2cccs2)cc1 (stereo not drawn),1.4,22.1,-2.1,-4.1,0.3,1.5,3.1,3.9,1.4,1.9
CCOc1cc(C2C(C(=O)OC(C)C)=C(C)NC3=C2C(=O)CCC3)cc([N+](=O)[O-])c1O (stereo not drawn),.,16.6,-0.7,-2.6,0.7,1.9,10.2,-2.5,-10.8,-7.9
COc1ccccc1-c1nnc(NC(=O)CCS(=O)(=O)c2ccc(F)cc2)o1,-2.5,.,-1.6,-0.5,0.7,.,15.0,.,-22.7,4.3
O=S(Cc1ccccc1)Cc1ccccc1,-0.6,.,-2.4,-2.4,6.8,.,3.9,.,-8.4,0.3
O=C1CSC(c2ccccc2Br)N1c1ccc(Cl)cn1 (stereo not drawn),.,2.7,-4.6,-0.1,-2.5,-0.1,-13.6,3.6,-8.9,-4.8
CC(C)c1ccc(S(=O)(=O)/N=C2\C=C(NS(=O)(=O)c3ccccc3)C(=O)c3ccccc32)cc1,3.8,7.4,2.2,6.6,-5.5,3.2,5.4,-83.1,67.7*,14.4
CCN(CC(F)(F)C(F)F)S(=O)(=O)c1ccc(NC(=O)OC)cc1,.,36.7,-5.8,0.0,-6.8,0.2,-2.5,2.6,-14.8,1.1
CCOc1ccc(CCNC(=O)CCC(=O)N2CCOc3ccccc32)cc1OCC,-0.5,13.4,-2.8,-3.4,2.4,-1.4,-6.0,6.0,2.9,5.1
CCOc1ccc(-c2c(C(=O)N/N=C/C3CCCCC3)nnn2-c2nonc2N)cc1,-0.9,3.9,-1.9,2.2,-1.0,-1.2,2.4,-24.0,11.5,-23.7
Cc1cc(C)n2c(-c3ccccc3Cl)nnc2n1,2.9,-8.0,-1.4,1.8,13.1,-2.2,3.3,6.2,-22.0,7.5
O=C(CC1SCCNC1=O)Nc1cccc([N+](=O)[O-])c1 (stereo not drawn),.,8.5,-0.8,?,-3.2,-0.7,2.6,-5.6,0.2,-5.6
COc1ccc(Nc2nc(C(=O)NCc3ccco3)cs2)cc1,2.2,-7.7,0.3,-5.5,-2.1,1.7,11.1,1.6,9.4,10.0
COC(=O)C1=C(c2cccc(OCc3ccccc3)c2)C[C@@H]2CC[C@H]1N2C(=O)NCCCc1ccccc1,1.5,.,-2.7,-5.6,-1.3,1.3,-2.6,-14.6,6.7,4.3
Cc1cc(C)nc(SCCN2CCCCC2)n1,.,.,-3.0,9.7,0.8,-0.7,4.8,2.8,6.2,4.3
OCCN1CCN(C(=S)c2ccc(Cl)c(Cl)c2)CC1,0.7,20.7,-3.2,-2.7,-0.3,1.4,-1.9,-5.2,2.3,-0.2

# Grouped by structure, the compounds so far containing an aryl methoxy group (8)
SMILES,Mtb BioA inh,DUSP3 inh,FadD28 FP inh,BoNT-F LC inh,Mtb FBA inh,Mtb UGM inh,GDH-TPI counter,Rv3671c inh,CCHF vOTU inh,MazF activator
COc1ccc(NS(=O)(=O)c2ccc(N3CCOCC3)c(NC(=O)c3cccc(F)c3)c2)cc1,.,1.0,-3.6,-2.1,-3.3,2.3,-1.1,-5.0,10.7,3.3
COc1ccc(-n2nc(C(=O)NCC(=O)N3CC(C)CC(C)C3)c3ccccc3c2=O)cc1OC (stereo not drawn),2.3,35.3,.,4.0,1.4,-0.2,3.4,0.7,5.4,8.4
COc1ccc(NC(C)=[N+](C)CCNS(=O)(=O)c2ccc(Cl)cc2)cc1Cl,-0.1,1.8,-5.1,4.5,-2.7,1.3,8.1,-1.2,4.5,-2.9
COc1ccc(N(CC(=O)N2CCN(c3ccc(F)cc3)CC2)S(=O)(=O)c2c(C)n[nH]c2C)cc1,-1.6,5.5,-3.2,-2.7,1.0,-2.0,-9.1,-1.8,-13.9,-6.0
CCn1cc(C(=O)O)c(=O)c2cc(F)c(N3CCN(C(=S)NC(=O)c4ccc(OC)cc4)CC3)cc21,-0.6,-3.6,-0.8,-0.3,6.0,0.5,11.8,-7.2,3.1,8.8
COc1ccc(C2CCCN2C(=O)c2cccs2)cc1 (stereo not drawn),1.4,22.1,-2.1,-4.1,0.3,1.5,3.1,3.9,1.4,1.9
COc1ccccc1-c1nnc(NC(=O)CCS(=O)(=O)c2ccc(F)cc2)o1,-2.5,.,-1.6,-0.5,0.7,.,15.0,.,-22.7,4.3
COc1ccc(Nc2nc(C(=O)NCc3ccco3)cs2)cc1,2.2,-7.7,0.3,-5.5,-2.1,1.7,11.1,1.6,9.4,10.0
